# Screening results (PubChem BioAssay)
# TbREL1 primary – TbREL1 inhibition, primary screen. P86926. TbREL1 RNA ligation, FRET fluorescence. inhibition, % at 9.66 µM. actives 0.49% (n = 89,000). AID 1117264;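 active = inhibition above the mean inhibition across all screened compounds plus 3 SD, cut at about 11% in these data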;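 also: 0% = plate median of test wells and 100% = NSC42067 control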
# Target sequence (P86926 whole entry, looked up): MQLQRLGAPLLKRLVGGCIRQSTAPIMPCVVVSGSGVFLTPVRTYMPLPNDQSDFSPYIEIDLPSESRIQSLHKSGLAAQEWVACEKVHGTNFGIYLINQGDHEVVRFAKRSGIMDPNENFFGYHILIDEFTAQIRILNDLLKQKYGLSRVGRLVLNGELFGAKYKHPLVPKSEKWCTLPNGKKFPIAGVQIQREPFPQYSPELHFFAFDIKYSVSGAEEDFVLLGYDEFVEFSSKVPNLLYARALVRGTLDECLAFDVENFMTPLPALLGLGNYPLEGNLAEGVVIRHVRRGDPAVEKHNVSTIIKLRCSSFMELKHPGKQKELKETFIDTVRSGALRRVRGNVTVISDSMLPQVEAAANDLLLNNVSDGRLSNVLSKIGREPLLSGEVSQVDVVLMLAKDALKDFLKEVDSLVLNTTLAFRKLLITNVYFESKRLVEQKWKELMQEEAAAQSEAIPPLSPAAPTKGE
# Active calls of the source: *. The list is partial. The share of hits here may be higher or lower than overall.
TbREL1 primary	molecule
-0.8	CCCCC[C@H]1CN(Cc2ccccc2)C(=O)[C@@H]1CC(=O)NCc1ccc(OC)cc1
-1.9	CCn1ncc(/C=C/C(=O)NCc2cn(C)nc2C)c1C
3.1	Cc1ccc(S(=O)(=O)N2CCOC2CNC(=O)C(=O)NCc2ccc3c(c2)OCO3)cc1 (configuration not stated)
-26.0	O=C1c2cccc3c(O)ccc(c23)C(=O)N1Cc1ccco1
1.9	COc1ccc(C(=O)NC2CCCCC2)cc1S(=O)(=O)N1CCCC1
0.9	CCCOC(=O)C1C2C=CC(C2)C1C(=O)OCC(=O)c1ccccc1 (configuration not stated)
0.4	CCOC(=O)C1CCCN(S(=O)(=O)c2c(C)[nH]c(C)c2C(=O)N2CCCC2)C1 (configuration not stated)
2.2	Fc1ccccc1N1CCN(C2CCN(Cc3c[nH]c4ccccc34)CC2)CC1
-1.4	Cc1ccc(NC(=O)c2ncn(CCCNCC3CCCO3)n2)cc1C (configuration not stated)
2.4	CCOc1ccc2c(S(=O)(=O)O)cccc2c1[N+](=O)[O-]
5.4	CCOc1ccc(C(=O)COC(=O)c2c(-c3ccccc3)noc2C)cc1
1.9	O=C(Cn1cc2c(n1)CCCC2)N1CCOCC1
5.0	CC(C)C(=O)Nc1cccc(NC(=S)NC(=O)c2ccccc2Cl)c1
1.1	O=C(O)c1cc(S(=O)(=O)NC(CO)C(O)c2ccc([N+](=O)[O-])cc2)ccc1Br (configuration not stated)
3.0	COc1ccc(OC)c(S(=O)(=O)N(CC(=O)NC2CCC(C)CC2)c2cc(C)cc(C)c2)c1 (configuration not stated)
-5.0	CC(C)c1ccc(-n2nc3ccc(N)cc3n2)cc1
-3.4	Cc1ccc(/C=C/C(=O)N2CCN(S(=O)(=O)c3ccc(C)c(C)c3)CC2)o1
2.8	C/C(=N\N=C\c1cccc(F)c1)c1nnn(-c2nonc2N)c1C
0.4	Cc1cnc(C(=O)OCC(=O)Nc2c(Cl)cc(Cl)cc2Cl)cn1
-0.6	Cc1ccc(S(=O)(=O)N2CCN(C(=O)COC(=O)/C=C/c3ccccc3)CC2)c(C)c1
0.4	C[C@H]1C(c2ccccc2F)O[C@]2(C[C@H](O)c3c(ccc4ccccc34)O2)C[C@@H]1O (some centres not stated)
4.4	COc1ccc(NC(=O)/C=C2\SC(=O)NC2=O)cc1
5.1	O=C(NCc1ccccc1)OCCN1C(=O)CCC12CCCCC2
-0.5	Cc1cccc(CN2CCN(C3CN(Cc4cn(Cc5cc(C)cc(C)c5)nn4)S(=O)(=O)C3)CC2)c1 (configuration not stated)
5.9	COc1cc(NC(=O)COC(=O)c2cc(S(=O)(=O)N3CCCCC3)ccc2Cl)c(C)cc1[N+](=O)[O-]
0.1	O=C(CN(Cc1ccc(F)cc1)C(=O)CCC(=O)Nc1ccccn1)NCCc1ccccc1
-0.6	CSc1nc2ccc3nc(NC(=O)c4ccc(C)cc4)sc3c2s1
-0.3	O=S1(=O)CCOCCN1Cc1ccccc1
0.9	CC(=O)OCC1OC(COC(C)=O)(c2ccc(C)cc2)C(OC(C)=O)C1OC(C)=O (configuration not stated)
1.6	CC(C)c1cccc(C(C)C)c1OC(=O)[C@H]1OC(c2ccc(Br)cc2)=C[C@@H]1c1ccc(Br)cc1
-3.2	C=CCSc1nc(C)cc(C(=O)OCC)c1C#N
0.6	CCNc1sc(S(C)(=O)=O)nc1S(=O)(=O)c1ccc(Cl)cc1
-2.2	CNC(=O)c1c(NC(=O)C2=COCCO2)sc2c1CCC(C)C2 (configuration not stated)
0.3	COc1cccc(NC(=O)Nc2ccc3c(c2)nnn3C)c1
-2.3	NC(=O)c1cc2ccccc2o/c1=N\NC(=O)c1ccccc1O
-3.2	CN(C)S(=O)(=O)c1cccc(NC(=O)c2ccc3nccnc3c2)c1
4.0	Cc1ccccc1CN1CCCCC(NC(=O)c2c(F)cccc2F)C1=O (configuration not stated)
-0.1	O=C(Nc1nnc(Cc2ccc(Cl)cc2)s1)C1CCCO1 (configuration not stated)
2.7	CC(C)(C)OC(=O)N1CCC(N[C@@H](Cc2c[nH]c3ccccc23)C(=O)NCCc2c[nH]c3ccccc23)(C(=O)NC2CCCCC2)CC1
0.5	COc1cc(O)c(C(CCN2CCCC2)c2ccc3c(c2)OCO3)c(OC)c1 (configuration not stated)
-0.7	CCCCC[C@@H](C)N1C[C@H](COCc2ccccc2)Oc2cc(N3CCC[C@H]3COC)ccc2S1(=O)=O
2.2	CN(C(=O)c1cccc(NC(=O)Cc2cccc(NC(=O)C3CCN(C(=O)c4ccccc4)CC3)c2)c1)C1CC1
6.2	O=C(NCCC1=CCCCC1)C(=O)NCC(c1ccco1)N1CCN(c2ccccc2)CC1 (configuration not stated)
-1.3	COc1cc2c(cc1O)C(Cc1ccc(O)cc1)[N+](C)([O-])CC2 (configuration not stated)
1.3	O=C(Nc1cccc(C(=O)O)c1)/C(=C/c1ccc([N+](=O)[O-])cc1)NC(=O)c1ccccc1
1.3	CCn1c(SCC(=O)NCc2ccc3c(c2)OCO3)nnc1-c1c[nH]c2ccccc12
2.6	O=C(CSc1nnc(-c2ccco2)n1-c1ccccc1)NCC1CCCO1 (configuration not stated)
2.5	CN(CCOC(=O)c1cc2ccccc2o1)C1CN(Cc2cn(Cc3ccccc3Cl)nn2)S(=O)(=O)C1 (configuration not stated)
9.2	CN1C(=O)c2c(C(=O)Nc3ccc(Oc4ccncc4)cc3)[nH]c(-c3ccccc3)c2C1=O
1.3	COc1ccc(CNc2oc(C)nc2C#N)cc1
-2.1	O=C1N[C@@H](Cc2ccccc2)COC(=O)[C@H](Cc2ccc(F)cc2)C/C=C\C[C@@H]1CC(=O)N(CCO)Cc1ccccc1
-5.9	CC1CN(C2CCCCC2)c2nc3c(c(=O)n(C)c(=O)n3C)n2C1 (configuration not stated)
-1.9	N#Cc1c(C(F)(F)F)cc(-c2ccccc2)nc1SCC(=O)Nc1sc2c(c1C#N)CCC2
0.7	CCOc1ccc(NC(=O)CNC(=O)c2nn(-c3ccc(OC)cc3)c(=O)c3ccccc23)cc1
1.8	Cc1ccc(N2CC(C(=O)N/N=C/c3cccc([N+](=O)[O-])c3)CC2=O)cc1 (configuration not stated)
0.0	O=C(NCC1CCCO1)C(=O)NCC1CCCN1S(=O)(=O)c1ccccc1 (configuration not stated)
0.4	COC(=O)N1C(=O)[C@](c2ccc(Cl)cc2)(C(C)C)N1C(=O)OC
1.6	CCN(CC)Cc1c(-c2ccccc2)[nH]c2ccc(C)cc2c1=O
-0.1	Cc1cccc(OCC(=O)NNC(=O)c2ccc([N+](=O)[O-])cc2)c1
-0.2	O=C(CN(CCc1ccccc1)C(=O)CNS(=O)(=O)c1ccccc1)NCC1CCCO1 (configuration not stated)

# The list continues:
TbREL1 primary	molecule
8.2	Cc1ccc(C(=O)NNC(=O)Cc2cccs2)cc1
1.7	COC(=O)c1cc(C(=O)OCC(=O)Nc2ccc(N3CCOCC3)cc2)cc([N+](=O)[O-])c1
-1.7	CCOc1ccc2oc(C(=O)OCC(=O)NC3CC3)c(C)c2c1
-1.9	O=[N+]([O-])c1ccc(N2CCN(c3ccccc3Cl)CC2)cn1
3.0	CCOc1ccc(S(=O)(=O)N2CCN(Cc3ccc4c(c3)OCO4)CC2)cc1Cl
4.2	COc1ccc(OC)c(NC(=O)CSc2n[nH]c(-c3cccnc3)n2)c1
2.5	COc1cccc(CC(=O)OCc2csc(CC(=O)Nc3ccccc3C)n2)c1
3.0	COC(=O)CSc1ccc2nnc(CCNS(=O)(=O)c3ccccc3)n2n1
-1.6	COc1cc(C(Nc2ccc(S(=O)(=O)N3CCC(C)CC3)cc2)C(=O)NCC2CCCO2)cc(OC)c1OC (configuration not stated)
-2.0	CC(C)(C)C(=O)Nc1nc2c(c(=O)[nH]1)CCCC2
-2.2	CCC(=O)N1CCc2cc(Br)c(S(=O)(=O)N3CCCC(C(=O)NC(C)(C)C)C3)cc21 (configuration not stated)
-3.4	CCOC(=O)CNC(=O)CSc1nnc(COc2ccc(Cl)cc2)n1CC
-0.2	OC[C@@H]1[C@@H](c2ccc(F)cc2)C(c2ccccc2)=NN1c1ccccc1
0.4	CSc1cccc(CN2CCCC(CNC(=O)c3ccc(F)cc3)C2)c1 (configuration not stated)
8.9	Cn1c(COc2ccccc2)nnc1SCC(=O)NC1CCCC1
0.1	CC(=O)Nc1ccc(NC(=O)CSc2nnc(-c3ccc(NS(C)(=O)=O)cc3)n2C)cc1C
-0.4	COc1ccc(C2=NOC(Cn3nc(C(=O)NCc4cccs4)cc3-c3ccccc3)C2)cc1 (configuration not stated)
1.1	O=C(COC(=O)c1ccc(OC(F)F)cc1)NCCC1=CCCCC1
1.2	c1ccc(CCN2CCN(c3ncnc4c3cnn4-c3ccccc3)CC2)cc1
-0.2	CC1=C(C(=O)N2CCOCC2)CC(CC(=O)NCc2cccs2)C(=O)N1Cc1ccccc1 (configuration not stated)
7.3	COc1ccc(C2/C=C\CN(C(=O)c3ccccc3)[C@H](Cc3ccccc3)C(=O)N2Cc2ccc(F)cc2)cc1 (some centres not stated)
-2.0	O=C(NC1CC1)C1CCN(c2nc3ccccc3s2)CC1
-1.6	Cc1nnc(SCCn2c(N3CCN(Cc4ccccc4)CC3)nc3c2c(=O)[nH]c(=O)n3C)s1
3.8	Cc1cc(C)c(C)c(S(=O)(=O)N2CCN(CC(=O)NC(=O)NCc3ccccc3)CC2)c1C
-3.2	C[C@@H](NC(=O)c1nc[nH]c1C(=O)N(C)Cc1ccccc1)c1ccccc1
7.5	N#Cc1ccc2c(c1)NC(=O)C1CCCN21 (configuration not stated)
0.8	CCOC(=O)c1csc(NC(=O)C2CCCN(S(=O)(=O)c3ccccc3[N+](=O)[O-])C2)n1 (configuration not stated)
3.1	O=C(C1CCN(S(=O)(=O)c2cccc3cccnc23)CC1)N1CCn2c1nc1ccccc12
-0.9	Cc1ccc(-c2nc3cnccn3c2Nc2c(C)cccc2C)o1
-3.1	Cc1cc(-c2ccc(Cl)s2)n[nH]1

# Look-ups from the list:
# O=C(C1CCN(S(=O)(=O)c2cccc3cccnc23)CC1)N1CCn2c1nc1ccccc12 | TbREL1 primary = 3.1
# COc1cccc(CC(=O)OCc2csc(CC(=O)Nc3ccccc3C)n2)c1 | TbREL1 primary = 2.5

# (cont.)
TbREL1 primary	molecule
-5.7	CCOc1cc(N2CCOCC2)c(OCC)cc1NC(=O)C(NC(=O)c1c(F)cccc1F)C(C)C (configuration not stated)
4.1	C=CCN(C)CC/C=C1\c2ccccc2CSc2ccccc21
0.3	COc1cccc(NC(=O)CN(C)C(=O)CN2C(=O)c3ccc([N+](=O)[O-])cc3C2=O)c1
-3.3	CCc1cccc(CC)c1-n1c(SCC(=O)N2CCc3ccccc32)nc(O)cc1=O
0.4	CCCC(=O)Nc1ccc(C)c(O)c1
-1.7	Cc1ccc(NC(NC(=O)c2cccs2)C(Cl)(Cl)Cl)cc1C (configuration not stated)
-3.9	CCN(CC)C(=O)CSCc1cnn(-c2ccccc2)c1-n1cccc1
6.0	Cc1ccc(N(C)S(=O)(=O)c2cccc(C(=O)NCCCN3CCCC3=O)c2)cc1
-1.7	Cc1ccc(C)c(Nc2nc3ccc(C)cc3n3cnnc23)c1
-4.2	Cn1cccc1C(=O)OCC(=O)NC(=O)NC1CCCCC1
-0.4	CC(C)[C@H](NC(=O)[C@H](C)NC(=O)OC(C)(C)C)C(=O)N1CCC2CCN(Cc3ccccc3)CC21 (some centres not stated)
-0.2	N#CCC(=O)Nc1ccc(C(=O)OCC(=O)c2ccc3c(c2)OCCO3)cc1
2.2	CC1(Cc2ccccc2C#N)C(=O)Nc2ccc(OC(F)(F)F)cc21 (configuration not stated)
-0.8	O=C(c1cnn2c(C(F)(F)F)cc(-c3ccc(Br)cc3)nc12)N1CCOCC1
-2.4	CCOC(=O)c1c(NC(=O)CN2CCC(C)CC2)sc(C)c1C
1.4	CC(C)c1ccc(NC(=O)CSc2n[nH]c(=O)n2C2CC2)cc1
2.5	O=C(CSc1nnnn1-c1ccc(Cl)c(C(=O)O)c1)NC(c1ccccc1)c1ccccc1
-0.5	CCOC(=O)N1CCN(C(=O)C(C)N(c2ccccc2)S(C)(=O)=O)CC1 (configuration not stated)
-6.1	O=C(CCN1C(=O)C2C3C=CC(C3)C2C1=O)NCCN1CCCc2ccccc21 (configuration not stated)
1.7	O=C(COC(=O)C1C2CC3OC(=O)C1C3C2)Nc1cccc(Cl)c1 (configuration not stated)
2.4	O=C(CCNC(=O)Cn1ccc2ccccc2c1=O)NCCCN1CCOCC1
3.5	O=C(CCc1nc(-c2ccccc2)no1)NC1CCCCCC1
-5.2	COc1ccc(N2CCN(C(=O)CNC(=O)c3ccc(C(C)(C)C)cc3)CC2)cc1
2.1	CCOc1c(N2CCCCC2)c(=O)c1=O
4.6	Cc1ccccc1CSc1nc2ccccc2c(=O)n1C

# Reprinted from above, 15 compounds:
TbREL1 primary	molecule
-5.7	CCOc1cc(N2CCOCC2)c(OCC)cc1NC(=O)C(NC(=O)c1c(F)cccc1F)C(C)C (configuration not stated)
4.1	C=CCN(C)CC/C=C1\c2ccccc2CSc2ccccc21
0.3	COc1cccc(NC(=O)CN(C)C(=O)CN2C(=O)c3ccc([N+](=O)[O-])cc3C2=O)c1
-3.3	CCc1cccc(CC)c1-n1c(SCC(=O)N2CCc3ccccc32)nc(O)cc1=O
0.4	CCCC(=O)Nc1ccc(C)c(O)c1
-1.7	Cc1ccc(NC(NC(=O)c2cccs2)C(Cl)(Cl)Cl)cc1C (configuration not stated)
-3.9	CCN(CC)C(=O)CSCc1cnn(-c2ccccc2)c1-n1cccc1
6.0	Cc1ccc(N(C)S(=O)(=O)c2cccc(C(=O)NCCCN3CCCC3=O)c2)cc1
-1.7	Cc1ccc(C)c(Nc2nc3ccc(C)cc3n3cnnc23)c1
-4.2	Cn1cccc1C(=O)OCC(=O)NC(=O)NC1CCCCC1
-0.4	CC(C)[C@H](NC(=O)[C@H](C)NC(=O)OC(C)(C)C)C(=O)N1CCC2CCN(Cc3ccccc3)CC21 (some centres not stated)
-0.2	N#CCC(=O)Nc1ccc(C(=O)OCC(=O)c2ccc3c(c2)OCCO3)cc1
2.2	CC1(Cc2ccccc2C#N)C(=O)Nc2ccc(OC(F)(F)F)cc21 (configuration not stated)
-0.8	O=C(c1cnn2c(C(F)(F)F)cc(-c3ccc(Br)cc3)nc12)N1CCOCC1
-2.4	CCOC(=O)c1c(NC(=O)CN2CCC(C)CC2)sc(C)c1C
